Screens deposited in PubChem by several laboratories.
Scp-1 inhibitor – Scp-1 phosphatase inhibitors, primary screen, biochemical, colorimetric, uHTS; AID 493091, 2011; Carboxy-terminal domain RNA polymerase II polypeptide A small phosphatase 1 (Homo …; Recombinant Scp1, phosphopeptide, malachite green phosphate absorbance; hit rate 0.88% among 340,000; inhibition, % at 20 µM;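 active = inhibition above about 50% at 20 µM, limit read from the data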;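 also: plate controls were DMSO wells with enzyme for no effect and wells lacking enzyme for full effect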
Target sequence (Q9GZU7 76-261 limits assumed): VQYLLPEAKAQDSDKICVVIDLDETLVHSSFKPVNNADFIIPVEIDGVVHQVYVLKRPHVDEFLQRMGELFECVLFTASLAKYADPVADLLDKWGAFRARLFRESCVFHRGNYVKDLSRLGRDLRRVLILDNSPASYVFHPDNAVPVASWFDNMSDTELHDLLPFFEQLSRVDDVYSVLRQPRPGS
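Material – SCP-1 phosphatase catalytic domain, residues 76-261 · Buffer or medium – Acidic Tris acetate buffer with magnesium and detergent · Also added – Phospho 17-mer peptide substrate · Compound – single 20 µM dose, 1% DMSO · Times – 45 min room-temperature reaction, 5 min colour, 30 min stabiliser · Technique – Phosphate-binding colour reagent, absorbance read at 630 nm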
DNMT1 block – human DNMT1 methyltransferase inhibitors, primary screen, biochemical, molecular beacon, fluorescence, HinP1I cleavage, uHTS; DNA (cytosine-5)-methyltransferase 1 (Homo sapiens), P26358; inhibition (reported as % activation of signal), % at 10 µM; hit rate 0.83% among 360,000; in the data active = inhibition above about 50%
SUMO1-SIM PPI – modulators of SUMO1 protein-protein interactions, primary screen, biochemical, uHTS | Small ubiquitin-related modifier 1 (Homo sapiens), P63165 | SUMO1 binding to a labelled peptide, TR-FRET, 1 h | inhibition, % at 20 µM | hit rate 0.33% among 360,000 | AID 602429, 2012; in the data active = inhibition above about 37%
E coli Lon inh – inhibitors of E. coli Lon protease, primary screen, biochemical, fluorescence polarization; P0A9M0; purified E. coli Lon protease; inhibition, % at 7.94 µM; hit rate 0.42% among 360,000; AID 602123, 2011; in the data active = inhibition above about 13%, passing the limit was not always enough;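 also: 0% = enzyme with probe and DMSO and 100% = no enzyme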
MsrA inh – bovine MsrA enzyme inhibitors, primary screen, biochemical, absorbance, HTS; Methionine sulfoxide reductase A (Bos taurus); purified bovine MsrA, absorbance read-out; inhibition, % at 15.5 µM; hit rate 0.75% among 360,000; AID 651718, 2012; in the data active = inhibition above about 4.5%;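 also: 0% = vehicle wells with enzyme and 100% = reference inhibitor wells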
MsrA act – bovine MsrA enzyme activators, primary screen, biochemical, absorbance, HTS. Methionine sulfoxide reductase A (Bos taurus). purified bovine MsrA, absorbance read-out. activation, % at 10.6 µM. hit rate 0.3% among 360,000; in the data active = activation above about 7.5%;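 also: 0% = vehicle and 100% = reference activator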
CendR NRP1 mod – modulators of CendR peptide binding to NRP-1, primary screen, biochemical, fluorescence polarization, uHTS; Neuropilin-1 (Homo sapiens), O14786; FAM-RPARPAR peptide binding to NRP-1; inhibition, % at 25 µM; hit rate 0.85% among 360,000;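 active = inhibition or corrected inhibition above about 18%, plus a signal ratio from 0.5 to 1.5, limit read from the data, passing the limit was not always enough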; also: strong numbers were not always called active
STEP inh – STEP phosphatase inhibitors, primary screen, biochemical, fluorescence intensity, uHTS; Tyrosine-protein phosphatase non-receptor type 5 (Homo sapiens), P54829; recombinant STEP, OMFP fluorogenic substrate; inhibition, % at 20 µM; hit rate 0.25% among 360,000; AID 588621, 2011;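 active = inhibition at 20 µM, scaled per plate between control wells, above about 37%, limit read from the data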;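 also: 0% = DMSO with enzyme and substrate and 100% = substrate only without enzyme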
Target sequence (P54829 whole entry, looked up): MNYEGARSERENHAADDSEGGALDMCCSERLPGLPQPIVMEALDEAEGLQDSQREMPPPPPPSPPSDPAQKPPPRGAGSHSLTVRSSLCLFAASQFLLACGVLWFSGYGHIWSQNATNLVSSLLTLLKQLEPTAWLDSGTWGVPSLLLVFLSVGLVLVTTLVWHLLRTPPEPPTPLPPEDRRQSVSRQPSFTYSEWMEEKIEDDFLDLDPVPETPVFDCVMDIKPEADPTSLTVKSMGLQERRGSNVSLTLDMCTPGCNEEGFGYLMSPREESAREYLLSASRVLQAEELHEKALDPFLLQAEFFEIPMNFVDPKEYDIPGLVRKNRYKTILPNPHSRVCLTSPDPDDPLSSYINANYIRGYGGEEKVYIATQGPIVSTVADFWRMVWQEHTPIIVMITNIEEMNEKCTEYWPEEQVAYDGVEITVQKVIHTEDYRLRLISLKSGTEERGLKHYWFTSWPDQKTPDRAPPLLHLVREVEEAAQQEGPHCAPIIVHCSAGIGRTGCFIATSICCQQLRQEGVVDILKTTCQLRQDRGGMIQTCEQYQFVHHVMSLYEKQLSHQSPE
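Also added – OMFP at 25 µM · Test system – STEP tyrosine phosphatase · Technique – FITC-channel fluorescence of OMFP product · Schedule – 20 min at room temperature, dark · Evaluation – control-normalized % inhibition with plate pattern correction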
LMPTP inh – LMPTP phosphatase inhibitors, primary screen, biochemical, fluorescence intensity, uHTS; inhibition, % at 20 µM; recombinant LMPTP-A, OMFP fluorogenic substrate; AID 651560, 2012; hit rate 0.22% among 360,000; Low molecular weight phosphotyrosine protein phosphatase (Homo sapiens), P24666;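 active = compounds that cut the enzyme signal by at least half of the control window in the single-dose screen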;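 also: plate controls were DMSO wells with enzyme plus substrate for no effect and substrate without enzyme for full effect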
Target sequence (P24666 whole entry, looked up): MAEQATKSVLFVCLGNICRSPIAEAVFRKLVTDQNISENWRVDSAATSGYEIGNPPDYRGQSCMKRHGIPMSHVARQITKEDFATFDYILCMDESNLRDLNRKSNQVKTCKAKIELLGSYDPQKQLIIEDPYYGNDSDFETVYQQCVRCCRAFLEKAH
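Test system: LMPTP-A phosphatase enzyme. Amount: LMPTP-A at 0.625 nM final in the reaction. Reagent: OMFP substrate, 400 µM final. Times: 50 min at room temperature. Signal: endpoint fluorescence intensity from OMFP dephosphorylation. Read-out basis: % inhibition. Benchmarks: no-enzyme and uninhibited controls.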
Tb MetRS inh – T. brucei MetRS inhibitors, primary screen, biochemical, luminescence; methionyl-tRNA synthetase (Trypanosoma brucei brucei); purified T. brucei MetRS, ATP depletion, Kinase-Glo luminescence; inhibition, % at 11.9 µM; hit rate 0.4% among 360,000;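 active = inhibition above a per-plate cutoff of the control wells' mean inhibition plus 3 SD, cut at about 5.5% in these data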;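 also: 0% = DMSO wells median and 100% = median of wells with control inhibitor compound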
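Test system – parasite MetRS enzyme · Reagent – substrates ATP, L-methionine and bulk Escherichia coli tRNA · Doses – 11.9 µM compound single dose, 0.9% DMSO · Times – 15 min enzyme-compound preincubation, 2 h reaction, 10 min detection, 25 °C · Signal – Kinase-Glo luminescence, ATP depletion format · Controls – DMSO-only wells as low control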
* marks the source's active call; other numbers are inactive results.

How did Cc1ccc(NC(=O)CO/N=C(\N)c2nonc2N)cc1 do in these assays?
Scp-1 inhibitor: -11; DNMT1 block: 0; SUMO1-SIM PPI: -2; E coli Lon inh: -3; MsrA inh: 0.8; MsrA act: -2; CendR NRP1 mod: -2; STEP inh: -6; LMPTP inh: -1.0; Tb MetRS inh: 0.5

Results for CC(NS(=O)(=O)c1cccc(C(=O)N(C)Cc2ccc(N3CCOCC3)cc2)c1)c1ccccc1 (stereo not drawn) ?
Scp-1 inhibitor: 8; DNMT1 block: 10; SUMO1-SIM PPI: 1; E coli Lon inh: -2; MsrA inh: -0.1; MsrA act: 2; CendR NRP1 mod: 2; STEP inh: 4; LMPTP inh: 1.9; Tb MetRS inh: -0.1

What do the screens show for `COc1ccc(CNC(=O)C2(CC3CC(c4ccccc4)=NO3)CCN(C(=O)Cc3ccc(F)cc3)CC2)cc1` (stereo not drawn)?
Scp-1 inhibitor: -1; DNMT1 block: -1; SUMO1-SIM PPI: 5; E coli Lon inh: -6; MsrA inh: 0.1; MsrA act: 0; CendR NRP1 mod: 9; STEP inh: 0; LMPTP inh: -0.7; Tb MetRS inh: -0.3

Results for CCN(C(=O)c1cccc(S(=O)(=O)N2CCCCC2)c1)C1CCS(=O)(=O)C1 (stereo not drawn) ?
Scp-1 inhibitor: -4; DNMT1 block: 1; SUMO1-SIM PPI: 1; E coli Lon inh: -5; MsrA inh: -1.2; MsrA act: -4; CendR NRP1 mod: 9; STEP inh: -2; LMPTP inh: -1.5; Tb MetRS inh: 0.0

Results for CCOc1ccc(N(C)S(=O)(=O)c2ccc(-c3ccc(=O)[nH]n3)s2)cc1 ?
Scp-1 inhibitor: 5; DNMT1 block: -3; SUMO1-SIM PPI: -12; E coli Lon inh: -8; MsrA inh: -0.1; MsrA act: -6; CendR NRP1 mod: 4; STEP inh: 1; LMPTP inh: -0.2; Tb MetRS inh: -0.4

What do the screens show for `O=C(CSc1nc2ccccc2c(=O)n1-c1ccccc1Cl)Nc1cccc(S(=O)(=O)N2CCOCC2)c1`?
Scp-1 inhibitor: -17; DNMT1 block: -4; SUMO1-SIM PPI: -3; E coli Lon inh: 2; MsrA inh: 1.7; MsrA act: -7; CendR NRP1 mod: -6; STEP inh: 1; LMPTP inh: 0.4; Tb MetRS inh: -0.7

Results for O=C1CCCc2[nH]nc(-c3cccnc3)c21 ?
Scp-1 inhibitor: -3; DNMT1 block: 2; SUMO1-SIM PPI: 4; E coli Lon inh: 0; MsrA inh: 0.2; MsrA act: -3; CendR NRP1 mod: -1; STEP inh: 3; LMPTP inh: -1.0; Tb MetRS inh: 0.0

What do the screens show for `C[N+](C)(C)C(Cc1ccccc1)C(=O)[O-]` (stereo not drawn)?
Scp-1 inhibitor: 10; DNMT1 block: 2; SUMO1-SIM PPI: 5; E coli Lon inh: -4; MsrA act: -4; CendR NRP1 mod: 9; STEP inh: -2; LMPTP inh: -1.4; Tb MetRS inh: 0.5

What do the screens show for `C=CCNC(=O)c1oc2ccc(S(=O)(=O)N(CC)CC)cc2c1C`?
Scp-1 inhibitor: 5; DNMT1 block: -8; SUMO1-SIM PPI: -1; E coli Lon inh: 0; MsrA inh: -0.7; MsrA act: 1; CendR NRP1 mod: 12; STEP inh: 0; LMPTP inh: -0.2; Tb MetRS inh: 0.8

How did COc1ccc(CN2CCN(C3CCC3)CC2CCO)c(F)c1 (stereo not drawn) do in these assays?
Scp-1 inhibitor: -3; DNMT1 block: -1; SUMO1-SIM PPI: -1; E coli Lon inh: 11; MsrA inh: -0.6; MsrA act: -4; CendR NRP1 mod: 1; STEP inh: -2; LMPTP inh: -1.0; Tb MetRS inh: -1.2

How did COCOc1cc(O)c(C(=O)/C=C/c2ccccc2)c(OCOC)c1 do in these assays?
Scp-1 inhibitor: -9; DNMT1 block: -6; SUMO1-SIM PPI: 6; E coli Lon inh: 6; MsrA inh: 1.9; MsrA act: -8; CendR NRP1 mod: -8; STEP inh: 1; LMPTP inh: 1.1; Tb MetRS inh: 0.5

How did COc1ccc(C(=O)CN2C(=O)NC(C)(c3ccc(C)cc3)C2=O)cc1OC (stereo not drawn) do in these assays?
Scp-1 inhibitor: -18; DNMT1 block: -1; SUMO1-SIM PPI: -1; E coli Lon inh: 2; MsrA inh: -0.1; MsrA act: 0; CendR NRP1 mod: -5; STEP inh: -2; LMPTP inh: 1.9; Tb MetRS inh: 0.5

What do the screens show for `CC(C)(C)c1ccc(/C=C/C(=O)N2CCc3ccccc3C2)cc1`?
Scp-1 inhibitor: -5; DNMT1 block: 2; SUMO1-SIM PPI: -12; E coli Lon inh: 1; MsrA inh: 1.4; MsrA act: -8; CendR NRP1 mod: 2; STEP inh: 3; LMPTP inh: 1.3; Tb MetRS inh: -1.0

How did COC(=O)CCn1nc(-c2ccc(Cl)cc2)c2ccccc2c1=O do in these assays?
Scp-1 inhibitor: -3; DNMT1 block: -1; SUMO1-SIM PPI: 0; E coli Lon inh: -5; MsrA inh: -0.3; MsrA act: -10; CendR NRP1 mod: 2; STEP inh: 1; LMPTP inh: -1.9; Tb MetRS inh: -0.6

What do the screens show for `O=C(CCc1nnc(CCCc2ccccc2)o1)NCCN1CCOC1=O`?
Scp-1 inhibitor: -7; DNMT1 block: 0; SUMO1-SIM PPI: -2; E coli Lon inh: 13; MsrA inh: 0.3; MsrA act: -3; CendR NRP1 mod: 1; STEP inh: -2; LMPTP inh: -0.1; Tb MetRS inh: -0.9

What do the screens show for `COc1ccc(C2(C)NC(=O)NC2=O)cc1OC` (stereo not drawn)?
Scp-1 inhibitor: -1; DNMT1 block: 2; SUMO1-SIM PPI: 22; E coli Lon inh: 5; MsrA inh: -0.9; MsrA act: -2; CendR NRP1 mod: 2; STEP inh: 1; LMPTP inh: -0.9; Tb MetRS inh: -0.9

Results for COC(=O)n1ccc(C(=O)Nc2ccccc2F)n1 ?
Scp-1 inhibitor: -1; DNMT1 block: 5; SUMO1-SIM PPI: -1; E coli Lon inh: 1; MsrA inh: 0.5; MsrA act: 0; CendR NRP1 mod: 2; STEP inh: -2; LMPTP inh: -0.2; Tb MetRS inh: -0.3

What do the screens show for `COC(=O)CN(c1ccccn1)S(=O)(=O)c1ccccc1`?
Scp-1 inhibitor: 8; DNMT1 block: 1; SUMO1-SIM PPI: 1; E coli Lon inh: -3; MsrA inh: 1.3; MsrA act: -11; CendR NRP1 mod: 8; STEP inh: -2; LMPTP inh: 0.0; Tb MetRS inh: -1.1

Results for Cc1cccc(-c2ocnc2C(=O)Nc2ccccc2C(=O)N2CCCC2)c1 ?
Scp-1 inhibitor: -8; DNMT1 block: -2; SUMO1-SIM PPI: -2; E coli Lon inh: 8; MsrA inh: -0.9; MsrA act: -2; CendR NRP1 mod: -4; STEP inh: -1; LMPTP inh: 0.9; Tb MetRS inh: 0.1

What do the screens show for `COc1ccccc1CNC(=O)COC(=O)c1cc(=O)c2ccccc2o1`?
Scp-1 inhibitor: -5; DNMT1 block: 1; SUMO1-SIM PPI: -4; E coli Lon inh: 4; MsrA inh: 0.0; MsrA act: -11; CendR NRP1 mod: 8; STEP inh: 1; LMPTP inh: -0.9; Tb MetRS inh: -0.6

What do the screens show for `CCCNS(=O)(=O)c1ccc(OCC(=O)N(C)Cc2ccccc2)cc1`?
Scp-1 inhibitor: -4; DNMT1 block: 1; SUMO1-SIM PPI: -2; E coli Lon inh: 6; MsrA inh: -0.2; MsrA act: -4; CendR NRP1 mod: 2; STEP inh: -1; LMPTP inh: 0.0; Tb MetRS inh: -0.4

What do the screens show for `CC1CCCN(C(=O)c2cccc(S(=O)(=O)NCc3ccccc3)c2)C1` (stereo not drawn)?
DNMT1 block: 1; SUMO1-SIM PPI: -2; E coli Lon inh: 0; MsrA inh: -0.2; MsrA act: -4; CendR NRP1 mod: -3; STEP inh: -2; LMPTP inh: -1.1; Tb MetRS inh: -0.2

Retrieved by structure from above:
What do the screens show for `COC(=O)CN(c1ccccn1)S(=O)(=O)c1ccccc1`?
Scp-1 inhibitor: 8; DNMT1 block: 1; SUMO1-SIM PPI: 1; E coli Lon inh: -3; MsrA inh: 1.3; MsrA act: -11; CendR NRP1 mod: 8; STEP inh: -2; LMPTP inh: 0.0; Tb MetRS inh: -1.1

What do the screens show for `CCCNS(=O)(=O)c1ccc(OCC(=O)N(C)Cc2ccccc2)cc1`?
Scp-1 inhibitor: -4; DNMT1 block: 1; SUMO1-SIM PPI: -2; E coli Lon inh: 6; MsrA inh: -0.2; MsrA act: -4; CendR NRP1 mod: 2; STEP inh: -1; LMPTP inh: 0.0; Tb MetRS inh: -0.4

Results for COC(=O)n1ccc(C(=O)Nc2ccccc2F)n1 ?
Scp-1 inhibitor: -1; DNMT1 block: 5; SUMO1-SIM PPI: -1; E coli Lon inh: 1; MsrA inh: 0.5; MsrA act: 0; CendR NRP1 mod: 2; STEP inh: -2; LMPTP inh: -0.2; Tb MetRS inh: -0.3
